PKM2 act – activators of human pyruvate kinase M2 | hit rate 0.34% among 260,000 | Potency, µM (titrated, usually from 57.5 µM), for inactives: at the top dose activation, most hits filed as activators | P14618 | AID 1631 | purified PKM2, Kinase-Glo ATP luminescence, activation; response scale: 0% is enzyme alone, no compound; further: potency means the concentration at half of the fitted maximal effect; on the % scale 0 is the no-effect control and ±100 the full control effect; nearly all actives have a fitted effect of over 55% in size
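hPK-M2, >95% pure; 0.1 mM ADP / 0.5 mM PEP final; imidazole pH7.2 buffer w/ 7 mM MgCl2, 50 mM KCl; 1 h RT; Kinase-Glo lum. Intermediate enzyme activity for dual inhibitor/activator qHTS.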
USP2a block – blocks human ubiquitin-specific protease USP2a; USP2 core, Ub-CHOP2 coupled fluorogenic reporter, 485/531; Potency, µM (series often up to 38.3 µM), inactives show at the highest dose activity change, negative = inhibition, most hits filed as inhibitors; hit rate 0.01% among 330,000;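 further: potency means the concentration at half of the fitted maximal effect; plate controls were DMSO wells for no effect and full inhibition by NEM control for full effect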
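Cell-free coupled assay: 10nM USP2 core preincubated 30min RT with compound in Tris-HCl pH 8.0/CaCl2/CHAPS buffer, then 25nM Ub-CHOP2 and 25nM reporter substrate; fluorescence (Ex 485/Em 531) read after 60min RT, normalized to NEM inhibition, concentration-response curves fitted.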
Eya2 inh – blocks the phosphatase activity of human Eya2; Potency, µM (titrated, usually from 76.9 µM), for the others: at the highest dose activity, negative = inhibition, hits mostly inhibitors; AID 488837; O00167; hit rate 0.006% among 330,000; recombinant Eya2, OMFP fluorescence dephosphorylation (OMFP is methylfluorescein phosphate); further: potency means the concentration at half of the fitted maximal effect; on the % scale 0 is the no-effect control and ±100 the full control effect
Target sequence (O00167 whole entry, looked up): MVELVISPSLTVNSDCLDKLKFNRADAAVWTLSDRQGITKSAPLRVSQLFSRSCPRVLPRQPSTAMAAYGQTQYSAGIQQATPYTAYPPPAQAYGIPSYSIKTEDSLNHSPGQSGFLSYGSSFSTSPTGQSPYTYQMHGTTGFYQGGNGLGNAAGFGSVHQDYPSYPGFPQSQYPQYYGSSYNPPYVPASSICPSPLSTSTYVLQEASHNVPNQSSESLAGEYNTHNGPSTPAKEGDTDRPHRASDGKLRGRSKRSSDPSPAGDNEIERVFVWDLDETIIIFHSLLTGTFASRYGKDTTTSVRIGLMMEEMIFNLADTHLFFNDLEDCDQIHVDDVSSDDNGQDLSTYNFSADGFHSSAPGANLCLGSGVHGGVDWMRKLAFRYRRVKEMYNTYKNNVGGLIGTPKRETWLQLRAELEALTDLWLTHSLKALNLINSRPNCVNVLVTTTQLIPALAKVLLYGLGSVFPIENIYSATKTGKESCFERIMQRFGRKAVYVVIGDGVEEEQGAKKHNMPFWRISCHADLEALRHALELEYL
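Eya2 (0.2 uM) preincubated 10 min at ambient with compound, then OMFP substrate added at 50 uM; 10 min reaction in 50 mM HEPES pH 7.5, 50 mM NaCl, 5 uM MgCl2, 0.05% BSA, 1 mM DTT. Fluorescence read at Ex 485/Em 525 nm.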
TSHR antag – antagonists of human thyroid stimulating hormone receptor; P16473; TSHR-expressing cells, TSH-stimulated cAMP HTRF, 2 h; hits give low values; activity change, negative = inhibition, % at 11.5 µM; hit rate 0.2% among 330,000;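 active means activity change below a set negative limit, meaning inhibition stronger than a set level, cut at about -70% in these data; inconclusive means activity change between two set negative limits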; further: on the % scale 0 is the no-effect control and ±100 the full control effect
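Antagonism was scored as loss of TSH-driven cAMP in TSHR cells, stimulated with 4nM TSH (EC80) for 2 hours at 37 deg C and detected by homogeneous HTRF competition immunoassay.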
BCR signal inh – blocks chronic active B-cell receptor signaling | ABC-DLBCL IkBa-CBG/CBR reporter, luminescence ratio, 4 h | Potency, µM (top dose mostly 46.1 µM), inactives show at the highest dose ratio change, negative = lower green/red ratio, hits mostly inhibitors | hit rate 0.05% among 340,000 | AID 493014; active means well fitted inhibition curve with a large enough effect in the signal ratio, with a control signal flat, not every such curve was filed as active; inconclusive means small, poorly fitted or top-dose-only effect, or effect the other way, or a change in a side signal; the % refers to the signal ratio;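 further: potency means the concentration at half of the fitted maximal effect; plate controls were basal doxycycline-induced cells for no effect and cells given 10 µM MG132 for full effect; MG132 reads +100%, hits lower the ratio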
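Concentration-response series (up to 46 uM) were applied to TMD8 dual-reporter cells for 4 h at 37C with doxycycline. Green/red ratio, after filter-overlap correction, defined %Activity; red signal alone was normalised to basal cells and zero luminescence.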
GALK inhibitor – galactokinase (human) inhibition. P51570. Purified GALK, Kinase-Glo residual ATP luminescence. Potency, µM (titrated, usually from 57.5 µM), for the others: at the highest dose activity change, negative = inhibition, usual class: inhibitors. hit rate 0.007% among 270,000; further: potency means the concentration at half of the fitted maximal effect; on the % scale 0 is the no-effect control and ±100 the full control effect
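Compounds were pin-transferred into ATP buffer (35 uM final), then GALK plus galactose (5 nM, 100 uM final) was added. After 1 h at room temperature, Kinase-Glo Plus was added and luminescence read after 10 min.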
Mito fusion yeast – mitochondrial division inhibition or fusion activation; S. cerevisiae fusion-defective mutant growth rescue, CellTiterGlo 48 h; Potency, µM (titrated, usually from 46.1 µM), for inactives: top-dose growth rescue (activation), hits mostly activators; hit rate 0.23% among 320,000;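 further: potency means the concentration at half of the fitted maximal effect; % of control where 0% means no effect; nearly all actives have a fitted effect of over 45% in size; temperature-sensitive fusion mutants such as fzo1-1 at 37 °C on non-fermentable ethanol glycerol medium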
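Compounds are tested for their ability to restore growth of mitochondrial fusion-defective yeast strains at non-permissive 37C in YPEG medium over 48 hours. Viability is quantified by luciferase luminescence.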
MBNL1 CUG block – inhibitors of human MBNL1 binding to CUG repeat RNA; Q9NR56; TR-FRET MBNL1-His/biotin-(CUG)12 binding, 665/545 ratio; Potency, µM (doses to about 57.5 µM), for inactives: at the top dose activity change, negative = inhibition, most hits filed as inhibitors; hit rate 0.036% among 280,000; active means well fitted inhibition curve with a large enough effect in the signal ratio, with a control signal flat, not every such curve was filed as active; inconclusive means small, poorly fitted or top-dose-only effect, or effect the other way, or a change in a side signal; inactive means no such curve, though single readings can be large or run the other way; the % refers to the signal ratio; further: potency means the concentration at half of the fitted maximal effect; on the % scale 0 is the no-effect control and ±100 the full control effect
Target sequence (Q9NR56 whole entry, looked up): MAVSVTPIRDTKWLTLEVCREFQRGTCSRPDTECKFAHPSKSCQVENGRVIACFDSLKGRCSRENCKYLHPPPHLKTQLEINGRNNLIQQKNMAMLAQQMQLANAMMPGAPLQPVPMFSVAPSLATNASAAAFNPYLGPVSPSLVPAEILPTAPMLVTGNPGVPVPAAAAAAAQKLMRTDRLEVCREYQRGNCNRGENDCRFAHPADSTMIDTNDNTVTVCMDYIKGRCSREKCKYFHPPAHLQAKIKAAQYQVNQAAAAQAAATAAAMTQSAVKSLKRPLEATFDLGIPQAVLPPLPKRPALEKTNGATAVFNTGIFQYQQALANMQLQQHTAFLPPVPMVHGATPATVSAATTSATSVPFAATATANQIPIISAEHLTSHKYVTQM
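MBNL1-His + Biotin-(CUG)12, cpd titration 92 nM–58 uM; Tb anti-His Ab 0.055 ng/ul, SA-XL665 5 nM (final); 60 min RT; ratiometric 665/545 nm, Ex 340 nm; normalized to buffer and full-complex controls.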
S-ASM inh – human S-ASM enzyme inhibition; Potency, µM (highest dose often 57.5 µM), inactives show at the highest dose activity change, negative = inhibition, usual class: inhibitors; hit rate 0.006% among 340,000; P17405; placental ASM, HMU-PC fluorogenic substrate, 60 min; further: potency means the concentration at half of the fitted maximal effect
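HMU-PC0 cleavage (9 uM final) by human placental ASM, 60 min at 37 °C following 10 min compound exposure at RT; stopped at pH 10, fluorescence Ex 386/Em 447 nm.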
Menin-MLL TR inh – inhibitors of human menin-MLL interaction, mutant MLL peptide. O00255. Menin + Texas Red MLL mutant peptide, fluorescence polarization. Potency, µM (doses to about 61.6 µM), for the others: at the highest dose FP activity change, negative = inhibition, actives largely listed as inhibitors. hit rate 0.23% among 270,000; active means well fitted inhibition curve with a large enough effect in the polarisation, with a control signal flat, not every such curve was filed as active; inconclusive means small, poorly fitted or top-dose-only effect, or effect the other way, or a change in a side signal; inactive means no such curve, though single readings can be large or run the other way; the % refers to the polarisation; further: potency means the concentration at half of the fitted maximal effect; % of control where 0% means no effect; many of its hits are not listed in these tables
hERG WT inh – inhibitors of human wildtype KCNH2 potassium channel. U2OS, BacMam KCNH2, thallium flux FluxOr; hits give low values. activity change, % at 1.84 µM. hit rate 0.37% among 340,000. AID 720551;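 active means maximum activity change below -70%; inconclusive means maximum activity change between -70% and -50%; inactive means maximum activity change above -50%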; further: on the % scale 0 is the no-effect control and ±100 the full control effect
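U2OS cells transduced with wild-type KCNH2 virus are loaded with FluxOr dye for 45 min, and thallium flux is measured in kinetic reads before and after stimulation buffer. Rate constants are normalized to DMSO controls.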
* marks the source's active call; other numbers are inactive results; ? = inconclusive; / = no result given; [ ] = remark or other dose. Unless noted, the call rests on the fitted dose curve; in most records, active means well fitted curve in the direction sought with a large enough effect; inconclusive means small, poorly fitted or top-dose-only effect, or another doubt; inactive means no such curve, though single readings can be large; an effect the other way counts as inactive or inconclusive. The list is partial; the hit share may differ from the screen's.

entry	molecule	PKM2 act	USP2a block	Eya2 inh	TSHR antag	BCR signal inh	GALK inhibitor
1	COc1ccc(OC)c(CC(=O)N(C)C2CCCN(Cc3ccccc3F)C2)c1 (centres undefined)	-3%[11.5 µM]	0%	-25%	12	-3%	6%
2	O=c1[nH]c(=O)n(Cc2ccc(F)cc2)c(O)c1C=NCc1cccnc1	?	6%	6%	14	1%	5%
3	COC(=O)C1=C(c2ccc(-c3ccccc3)c(F)c2)C[C@@H]2CC[C@H]1N2C(=O)NCCCOC(C)C	/	2%	-28%	-83*	?	/
4	Cc1cccc(N2C(=O)NC(=O)/C(=C\C=C\c3ccco3)C2=O)c1	?	4%	8%	-12	1%	-5%
5	Cn1c(O)c(C(=O)c2ccccc2Cl)c(=O)n(C)c1=O	-13%	1%	-7%	/	5%	5%
6	Cc1ccc(OCCOc2cccc(C=C3C(=O)NC(=O)NC3=O)c2)c(C)c1	0%[11.5 µM]	0%	7%	-4	?	-3%
7	CC(C)NC(C)C(=O)C12CC3CC(CC(C3)C1)C2 (centres undefined)	-3%	-1%	16%	7	-18%	-1%
8	O=C(Nc1ccc(Cl)cc1)O/N=C(\c1ccccc1)c1ccccn1	-2%	0%	8%	-2	?	-1%

entry	Mito fusion yeast	MBNL1 CUG block	S-ASM inh	Menin-MLL TR inh	hERG WT inh
1	0%	-1%	0%	-23%	2
2	-3%	4%	6%	3%	22
3	?	/	-13%	/	1
4	1%	11%	0%	/	6
5	-3%	-8%	7%	-1%	0
6	4%	-5%	-12%	?	-9
7	-2%	-7%	-3%	0%	-9
8	-9%	4%	1%	9%	3

Some entries already given, limited to hERG WT inh, MBNL1 CUG block and GALK inhibitor.
| item | SMILES | hERG WT inh | MBNL1 CUG block | GALK inhibitor |
| --- | --- | --- | --- | --- |
| 3 | COC(=O)C1=C(c2ccc(-c3ccccc3)c(F)c2)C[C@@H]2CC[C@H]1N2C(=O)NCCCOC(C)C | 1 | / | / |
| 1 | COc1ccc(OC)c(CC(=O)N(C)C2CCCN(Cc3ccccc3F)C2)c1 (centres undefined) | 2 | -1% | 6% |
| 4 | Cc1cccc(N2C(=O)NC(=O)/C(=C\C=C\c3ccco3)C2=O)c1 | 6 | 11% | -5% |

The listing continues.
entry	molecule	PKM2 act	USP2a block	Eya2 inh	TSHR antag	BCR signal inh	GALK inhibitor
9	Cc1cc([N+](=O)[O-])c(Cl)cc1NC(=O)C(C)C	0%	4%	-4%	-3	-2%	3%
10	O=C(c1ccc(Cl)cc1)C1CCCN(Cc2cccc3ncccc23)C1 (centres undefined)	-14%	-12%	?	-8	?	0%
11	Cc1cc(/C=C2/SC(=O)NC2=O)c(C)n1-c1ccc(N2CCOCC2)cc1	-6%	-2%	0%	-25	0%	4%
12	Cc1cccc(N2C(=O)NC(=O)/C(=C\c3cccn3-c3ccc(Cl)cc3)C2=O)c1	1%	3%	8%	2	?	1%
13	FC(F)(F)c1ccccc1CN1CCN(Cc2ccccc2)CC1	-7%	0%	-11%	5	18%	3%
14	CC1CCCCN1C(=O)c1ccc(N2CC3CC(C2)c2cccc(=O)n2C3)c([N+](=O)[O-])c1 (centres undefined)	-1%	1%	-5%	-6	-13%	0%
15	CC1=Nc2ccccc2/C1=C/c1c(O)[nH]c(=O)[nH]c1=O	4%	3%	-2%	-6	-2%	3%
16	O=C1NC(=O)C(=Cc2ccc(-c3cc(Cl)ccc3[N+](=O)[O-])o2)C(=O)N1	13%	-1%	2%	2	2%	5%

entry	Mito fusion yeast	MBNL1 CUG block	S-ASM inh	Menin-MLL TR inh	hERG WT inh
9	3%	/	2%	11%	29
10	-3%	-15%	2%	22%	34
11	-1%	?	19%	11%	-9
12	-1%	0%	-2%	30%	6
13	-5%	1%	0%	-3%	-3
14	-3%	21%	-1%	-2%	-2
15	5%	4%	-1%	44%[activator]	3
16	-4%	18%	-6%	?	0

Additional entries
entry	molecule	PKM2 act	USP2a block	Eya2 inh	TSHR antag	BCR signal inh	GALK inhibitor
17	CC12CC(c3ccccc3O1)C(C(=O)OCc1ccccc1)C(=O)N2 (centres undefined)	?	0%	6%	11	-3%	0%
18	CC(C)CCn1c(=O)c(C(=O)NCc2ccc3c(c2)OCO3)c(O)c2ccccc21	/	3%	-15%	-24	-9%	-2%
19	O=C(Nc1cccc(Cl)c1)c1c(O)c2c(n(Cc3ccco3)c1=O)CCCC2	2%	10%	0%	-17	-5%	5%
20	CC(=O)Nc1ccc(C(c2c(O)c3ccccc3oc2=O)c2c(C)n(C)n(-c3ccccc3)c2=O)cc1 (centres undefined)	-3%	-1%	-4%	-6	?	-1%
21	O=c1cccc2n1CC1CC2CN(Cc2c(F)cccc2Cl)C1 (centres undefined)	-1%	2%	-6%	8	-3%	0%
22	Cc1ccc(CN2CCN(CC(=O)N3CCC4(CC3)OCCO4)C2=O)cc1	-10%	-1%	2%	9	22%	1%
23	CCOC(=O)c1c(C)[nH]c(C(=O)C(C)N2CCCC2)c1C (centres undefined)	3%	6%	-25%	-2	-13%	-3%
24	COc1ccc(CNCCc2ccc(Cl)cc2Cl)cc1	-4%[11.5 µM]	-2%	14%	-9	?	6%

entry	Mito fusion yeast	MBNL1 CUG block	S-ASM inh	Menin-MLL TR inh	hERG WT inh
17	2%	-2%	5%	6%	0
18	3%	-9%	-4%	?	-3
19	5%	-11%	-4%	?	7
20	-3%	-11%	-4%	15%	9
21	9%	5%	3%	-10%	-2
22	5%	7%	0%	-15%	2
23	-1%	5%	1%	-1%	-6
24	-2%	-3%	4%	-8%	17

Next entries follow.
entry	molecule	PKM2 act	USP2a block	Eya2 inh	TSHR antag	BCR signal inh	GALK inhibitor
25	Cc1ccc(S(=O)(=O)N(C)c2ccc(C(=O)NCC3(N(C)C)CCCCC3)cc2)cc1	1%	0%	11%	14	4%	3%
26	CC[N+](C)(CC)CCC[n+]1c(-c2ccccc2)c2cc(N)ccc2c2ccc(N)cc21	/	-1%	-14%	-32	?	/
27	CCOC(=O)c1ccc(-n2c(N)c(C(=O)NCC3CCCO3)sc2=S)cc1 (centres undefined)	3%	0%	-11%	8	5%	-1%
28	CCC(=Nc1ccc(OC)cc1OC)c1c(O)[nH]c(=O)[nH]c1=O	4%	-2%	-2%	-7	?	5%
29	Cc1nc2ccccc2c(=O)n1-c1cccc(C(F)(F)F)c1	-1%[11.5 µM]	-5%	4%	-50	1%	-4%
30	Cc1cccc(C)c1NC(=O)c1cccn(Cc2ccc3c(c2)OC(F)(F)O3)c1=O	-2%	0%	-19%	4	5%	2%
31	NC(=O)CC(NC(=O)Cc1cccc2ccccc12)c1ccc(N2CCc3ccccc3C2)c([N+](=O)[O-])c1 (centres undefined)	?	0%	-13%	1	?	6%
32	Cc1cc(C)n(CCOC(=O)C2C(C=C(Cl)Cl)C2(C)C)n1 (centres undefined)	17%	2%	-3%	-10	-2%	-4%
33	COC(=O)C1=C(c2cccc(OCc3ccccc3)c2)C[C@@H]2CC[C@H]1N2C(=O)NCc1ccc(C(C)(C)C)cc1	/	1%	-2%	-13	?	/
34	Cc1ccc(N2C(=O)NC(=O)/C(=C/c3ccc(OC(=O)c4cccs4)cc3)C2=O)cc1	5%	0%	14%	-13	-24%	0%
35	O=C(Oc1ccc(-c2cnc3ccccc3n2)cc1)c1ccco1	-7%	-1%	0%	1	?	15%

entry	Mito fusion yeast	MBNL1 CUG block	S-ASM inh	Menin-MLL TR inh	hERG WT inh
25	-3%	1%	3%	/	14
26	1%	/	/	13µM*	/
27	3%	?	?	-12%	0
28	8%	14%	0%	0%	-22
29	5%	-3%	-1%	-6%	-3
30	?	0%	-8%	4%	-2
31	9%	2%	-11%	/	-6
32	1%	8%	4%	-13%	0
33	-12%	/	-3%	/	-7
34	0%	1%	-3%	36%[activator]	-7
35	5%	123%[activator]	5%	-21%	-16

Source: PubChem BioAssay
